Bioassay records as filed in PubChem BioAssay.
TPT1 inhibitor – C. albicans TPT1 enzyme inhibition; 0.81% of 300,000 active; AID 1962; recombinant caTPT1, FP RNA substrate dephosphorylation; inhibition, % at 5 µM;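 active means inhibition above the mean of all tested compounds plus 3 SD, set per screening campaign, cut at about 24% in these data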;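 further: plate controls were DMSO alone for no effect and ferristatin control at 100 nM for full effect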
EBNA-1 inh – blocks EBNA-1 binding to DNA; EBNA-1 DNA binding, fluorescence polarization; inhibition, % at 14.8 µM; 0.34% of 300,000 active; in the data active means inhibition above about 28%
ZTA counter – blocks Epstein-Barr virus ZTA, an EBNA-1 counter-screen. P03206. ZTA-DNA binding, fluorescence polarization. inhibition, % at 11 µM. 0.15% of 320,000 active. AID 2234; in the data active means inhibition above about 33%
Target sequence (P03206 whole entry, looked up): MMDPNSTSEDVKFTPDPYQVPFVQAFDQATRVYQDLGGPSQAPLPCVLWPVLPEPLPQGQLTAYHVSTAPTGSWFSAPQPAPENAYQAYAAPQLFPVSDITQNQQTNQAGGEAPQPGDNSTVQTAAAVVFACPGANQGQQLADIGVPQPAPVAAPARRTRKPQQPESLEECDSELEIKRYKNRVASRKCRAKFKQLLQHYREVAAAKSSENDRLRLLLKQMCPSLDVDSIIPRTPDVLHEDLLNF
PP5 primary – inhibitors of human protein phosphatase 5 (PP5); P53041; 0.18% of 320,000 active; purified PP5c, OMFP substrate fluorescence; inhibition, % at 6.7 µM;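 active means inhibition above the campaign's mean inhibition across all tested compounds plus 3 SD, cut at about 9.5% in these data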;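 further: 0% = DMSO only and 100% = 100 µM cantharidin control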
Target sequence (P53041 whole entry, looked up): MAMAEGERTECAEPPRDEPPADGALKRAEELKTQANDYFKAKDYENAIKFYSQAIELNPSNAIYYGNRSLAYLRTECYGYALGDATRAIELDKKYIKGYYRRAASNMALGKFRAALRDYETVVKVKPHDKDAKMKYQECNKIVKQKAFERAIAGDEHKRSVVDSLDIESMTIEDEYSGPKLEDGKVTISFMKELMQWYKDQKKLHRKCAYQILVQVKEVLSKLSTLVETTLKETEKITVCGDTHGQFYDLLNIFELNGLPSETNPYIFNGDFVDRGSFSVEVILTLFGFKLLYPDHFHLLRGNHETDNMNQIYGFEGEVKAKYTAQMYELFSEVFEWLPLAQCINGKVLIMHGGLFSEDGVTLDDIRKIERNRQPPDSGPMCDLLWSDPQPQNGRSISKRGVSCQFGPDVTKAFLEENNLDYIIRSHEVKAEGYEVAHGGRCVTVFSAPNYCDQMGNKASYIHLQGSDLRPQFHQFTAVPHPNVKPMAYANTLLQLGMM
HCV core dimer – blocks dimerization of HCV core protein | TR-FRET GST/Flag-core106 dimerization, 1536-well | inhibition, % at 5 µM | 0.33% of 300,000 active;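 active means inhibition above the mean of all tested compounds plus 3 SD, set per screening campaign, cut at about 45% in these data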
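System: GST-tagged and Flag-tagged HCV core protein residues 1-106 / Input: core106 proteins, GST 13.5 nM and Flag 17 nM / Buffer or medium: KF-containing HEPES buffer, pH 7.45, DTT, CHAPS, BSA / Probe or stimulus: Eu-anti-GST and XL665-anti-Flag labelled anti-tag antibodies / Schedule: 4 h, 22.5 °C incubation / Technique: TR-FRET 671 and 617 nm emission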
PREPL inh – inhibits the human prolyl oligopeptidase-like enzyme. Q4J6C6. 0.68% of 320,000 active. AID 2751. recombinant PREPL, fluorescence polarization activity-based probe. inhibition, % at 5.96 µM; in the data active means inhibition above about 43%;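 further: 0% = enzyme with DMSO and 100% = wells lacking enzyme; many of its hits are not listed in these tables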
Efflux pump mplx – blocks antifungal efflux pumps in multiplex yeast assay; inhibition, % at 10 µM; S. cerevisiae Candida pump triplex, Nile Red efflux; 0.44% of 330,000 active;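 active means plate passing quality check with inhibition over a set limit, or well fluorescence over plate mean plus 4 SD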;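 further: Nile Red retained in pooled yeast measured as flow cytometry median fluorescence; 0% = buffer negative control and 100% = Enniatin B positive control; higher means more Nile Red kept so more efflux inhibition; some compounds called inactive have numbers as strong as hits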
CTSL1 counter – counter-screen for PFM18AAP inhibitors: inhibitors of F. hepatica cathepsin L1; AID 1906; inhibition, % at 5.96 µM; recombinant F. hepatica cathepsin L1, Z-Leu-Arg-MCA fluorescence; 0.49% of 300,000 active;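 active means inhibition above the mean of all tested compounds plus 3 SD, set per screening campaign, cut at about 17% in these data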;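 further: 0% = plate median of test compound wells and 100% = 1 µM Z-Phe-Ala-diazomethylketone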
PP1 inh – counter-screen for PP5 inhibitors: inhibitors of human PP1-alpha; P62136; purified PP1alpha, OMFP fluorescence; inhibition, % at 6.7 µM; 0.9% of 320,000 active;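 active means inhibition above the mean inhibition of all tested compounds plus 3 SD, computed separately for each screening campaign, cut at about 15% in these data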
Target sequence (P62136 whole entry, looked up): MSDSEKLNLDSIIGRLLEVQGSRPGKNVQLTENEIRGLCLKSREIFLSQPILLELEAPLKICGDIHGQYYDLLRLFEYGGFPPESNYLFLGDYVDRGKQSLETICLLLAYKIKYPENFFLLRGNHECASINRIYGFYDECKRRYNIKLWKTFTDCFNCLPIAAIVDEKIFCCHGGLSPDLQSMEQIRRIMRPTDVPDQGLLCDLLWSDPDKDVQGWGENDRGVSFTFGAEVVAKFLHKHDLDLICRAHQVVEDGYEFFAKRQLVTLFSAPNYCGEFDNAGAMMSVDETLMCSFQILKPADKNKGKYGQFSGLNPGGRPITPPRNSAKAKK
Starred values were filed as active, the others as inactive; / = no result given.

Molecule	TPT1 inhibitor	EBNA-1 inh	ZTA counter	PP5 primary	HCV core dimer	PREPL inh	Efflux pump mplx	CTSL1 counter	PP1 inh
CC(=O)Nc1ccccc1C(=O)C(=O)Nc1cccc(C(=O)N2CC(C)CC(C)C2)c1 (stereo not drawn)	-2.7	3.2	11.7	-1.2	0.6	5.5	0.1	5.2	-3.9
O=C(Nc1ccc(Cl)cc1)Nc1ccc(N2CCOCC2)cc1	-4.1	-0.9	-17.1	2.2	-14.7	11.0	0.0	-1.4	0.4
CC1CCc2sc(C(=O)NCC(c3ccco3)N3CCCCC3)cc2C1 (stereo not drawn)	/	/	0.1	2.8	/	-0.9	-0.1	/	0.9
Cc1ccc2c(CC(=O)Nc3sccc3C(N)=O)coc2c1	1.4	4.4	-20.4	5.3	7.2	7.6	0.0	-3.0	3.6
CC(C)(C)C(=O)NC(=O)Nc1ccccc1C(F)(F)F	2.0	-7.8	2.2	4.0	3.1	-0.6	0.1	-1.9	-3.2
CC(C)(C)OC(=O)N/N=C\c1ccc[nH]1	-4.8	2.2	-4.9	2.0	-1.8	8.1	0.0	-1.3	-2.6
COc1ccc(C2(CNC(C)=O)CCCC2)cc1OC	1.8	6.8	13.8	-4.3	-1.1	1.6	-0.1	-1.6	-1.7
Cc1cc(C)c(S(=O)(=O)N2CCc3ccccc32)c(C)c1	5.4	-1.6	-5.8	-2.0	2.0	-2.5	0.9*	-2.4	1.3
CC1(C)O[C@@H]2C[C@H]3[C@@H]4CCC5=CC(=O)CC[C@]5(C)[C@@]4(F)[C@@H](O)C[C@]3(C)[C@]2(C(=O)CCl)O1	-0.7	5.7	14.4	0.6	-2.3	15.9	0.0	1.4	-0.6
Cc1nc(Nc2cccc(F)c2)c2oc3ccccc3c2n1	-3.7	1.3	-2.3	4.2	-15.2	3.3	-0.2	2.5	1.5
O=C(Nc1nncs1)c1ccc(S(=O)(=O)c2ccccc2)cc1	0.7	-7.2	8.3	-1.2	1.5	-5.8	0.0	-1.8	1.7
COC(=O)c1cc(N=Nc2c(C)[nH]c3ccccc23)cc(C(=O)OC)c1	-3.8	-1.2	2.9	-2.7	-2.1	4.9	-0.1	2.4	3.7
Cc1cnc(=O)[nH]c1SCc1ccccc1F	0.8	-6.1	4.1	1.4	-5.7	11.6	-0.5	-5.2	-1.5
CCOc1ccc(/C=N/NC(=O)Cn2ccnc2C)cc1	-2.1	-5.6	-19.6	3.2	-0.4	5.7	0.0	1.3	0.7
COc1ccc(/C=N/Nc2cn[nH]c(=O)c2Cl)cc1	2.4	-9.7	11.7	3.3	1.0	-20.0	0.1	3.0	3.5
COc1ccc(NC(=O)c2sccc2C)cn1	-3.8	4.3	8.8	1.5	-5.6	2.6	-0.1	4.6	-1.0
CCOC(=O)CSc1nc2c([nH]c3ccccc32)c(=O)n1C	1.0	-2.3	-4.3	5.4	1.8	-2.6	-0.1	3.2	2.9
CCC1COCCS(=O)(=O)N1Cc1ccc(Cl)cc1 (stereo not drawn)	2.4	-5.9	-22.6	2.1	-8.9	4.0	0.1	0.4	3.6
COc1ccc(NC2=CC(=O)CC(C)(C)C2)cc1OC	-3.3	12.7	7.6	-1.5	-2.6	9.4	-0.1	0.8	-3.2
COc1ccccc1N1CCN(CC(O)COc2ccc3c(c2)CCC3)CC1 (stereo not drawn)	-1.6	-7.1	3.1	5.4	4.3	28.1	0.2	2.8	4.5
O=C1CCC(=O)N1CNc1ccccn1	-5.0	-2.7	-14.7	1.3	-9.5	-0.6	0.1	2.0	4.6
Cc1cc(C)c(C)c(S(=O)(=O)N2CCN(C(=O)CCC(=O)N3CCOCC3)CC2)c1C	1.4	-1.9	14.8	-1.6	2.7	4.3	0.0	-9.7	2.6
O=C(O)CCC(NS(=O)(=O)c1ccc(-c2ccccc2)cc1)C(=O)O (stereo not drawn)	-3.9	-14.0	-18.9	0.7	-5.0	13.1	-0.1	-0.1	-0.4
CCOC(=O)CSc1nnc(NCC(=O)OC)c(=O)[nH]1	-1.1	12.5	6.9	-0.2	-4.7	-8.8	0.0	-0.8	4.1
S=c1[nH]nc(COc2cccc(Cl)c2)n1Cc1ccccc1	-1.8	8.4	-1.9	0.2	4.2	-24.9	-0.1	-0.1	0.8
COc1ccc(Oc2ccc(C(F)(F)F)cc2NC(=O)c2ccc(C)cc2)cc1	-0.5	-4.5	2.8	3.2	-1.4	-10.8	0.2	3.6	-6.9
O=C(O)C1CC=CCC1C(=O)Nc1ccc(S(=O)(=O)N2CCCc3ccccc32)cc1 (stereo not drawn)	4.6	5.0	0.3	1.2	-1.6	9.1	-0.1	-1.9	1.6
COCC(C)n1c(SCC(=O)N2CCCCC2)nc2ccccc2c1=O (stereo not drawn)	2.2	-6.8	12.9	1.8	2.5	4.2	0.0	-4.5	0.0
CCC(=C(c1ccc(OC)cc1)c1ccc(OC)cc1)c1cn(CC(O)CN2CCN(C)CC2)c2ccccc12 (stereo not drawn)	-1.6	-12.4	11.2	6.5	-9.4	40.9	-0.1	-2.4	5.8
Cc1oc2c(F)c(F)c(F)c(F)c2c1S(=O)(=O)Nc1cccc(C(F)(F)F)c1	3.9	-0.6	17.4	5.1	5.0	1.9	0.0	4.2	7.3
O=C(C1=NN(c2ccccc2)C2C(=O)N(c3ccccc3Cl)C(=O)C12)c1ccccc1 (stereo not drawn)	31.4*	-6.5	4.0	0.3	5.6	-13.0	0.0	1.1	1.5
Cn1c(=O)cc(SCC(=O)N2CCOCC2)c2ccc(Cl)cc21	-0.3	-7.8	12.4	-1.1	-12.8	15.1	-0.1	5.6	-4.7
Cc1ccc(NC(=O)C2CCN(C(=O)NC3CCCCC3)CC2)cc1Cl	-3.1	-4.3	1.2	0.1	0.1	8.1	0.3	-11.6	0.3
COc1nc(C)ccc1-c1noc(-c2ccccn2)n1	-0.5	2.4	-0.6	3.0	1.9	10.8	0.0	0.0	-4.8
COc1ccc(NC(=O)CC(C)n2ccnc2)cc1 (stereo not drawn)	2.8	10.3	5.0	0.3	-1.8	-2.9	0.1	-4.6	3.0
c1ccc(-c2nc(NCCCN3CCOCC3)c3ccccc3n2)cc1	-0.9	-15.2	-9.4	0.9	-2.1	7.8	0.1	6.6	-5.1
O=[N+]([O-])c1ccc(/C=C/c2ccc3ccccc3n2)cc1	0.9	-7.9	-13.3	2.9	21.2	11.8	0.0	0.5	6.2
COC(=O)c1ccccc1NC(=S)NC(=O)C1CCCCC1	2.9	-2.8	-3.2	2.9	-0.5	4.0	0.0	-1.4	-0.7
COc1ccccc1NC(=O)COC(=O)[C@@H]1CCCN1C(=O)c1cccs1	-3.3	-4.8	-27.4	2.7	-2.3	6.5	0.1	-18.8	-4.4
Cc1cc(C)c(S(=O)(=O)N2CCN(CCO)CC2)c(C)c1	0.2	5.2	-3.9	1.0	1.9	4.4	0.3	0.9	-5.2
CCOC(=O)CCCCC(=O)c1[nH]c(=O)[nH]c1CSc1nc(-c2ccccc2)c(C#N)c(=O)[nH]1	-2.9	0.7	-8.1	2.2	-1.5	4.6	-0.1	-1.1	1.6
O=C(CSc1nnc(COc2ccccc2Cl)o1)NC(=O)NC1CCCC1	-3.2	-5.5	-13.9	5.3	-11.1	16.2	-0.1	2.2	9.3
COc1ccccc1/C=C1\SC(=O)N(CC(=O)NCCCn2ccnc2)C1=O	2.2	8.1	-2.0	-1.4	2.7	3.6	0.1	-1.0	-1.1
CC(NC(=O)NCCCn1ccnc1)(C(F)(F)F)C(F)(F)F	-2.8	2.3	8.4	0.6	-2.5	-2.5	-0.1	0.3	2.8
O=C(Cc1cccs1)NCCc1cn2ccccc2n1	-2.7	2.9	-8.2	-1.0	16.0	2.4	0.0	-1.2	-3.2
COc1cccc(NC(=O)NCCCSC2CCCCC2)c1	-0.9	4.5	-6.6	1.2	2.1	8.0	-0.3	0.9	-0.8
Cn1nc(OC(=O)Nc2ccc(Cl)cc2)cc1C(F)(F)F	0.2	2.6	6.9	1.0	-0.7	-8.8	-0.1	2.1	-2.5
O=C(OCc1cc(-c2ccccc2)no1)c1ccc2ccccc2n1	2.4	7.7	2.1	2.2	6.9	-17.7	-0.1	1.9	1.7
NNC(=O)C(Cc1cnc[nH]1)NC(=O)OCc1ccccc1 (stereo not drawn)	5.2	-0.3	-2.4	2.2	-3.2	8.0	0.0	-0.5	-3.4
Cc1ccc2[nH]c(C(=O)O)c(NC(=O)c3ccccc3[N+](=O)[O-])c2c1	-2.0	0.3	1.0	-1.9	-1.9	7.4	0.0	-1.1	0.4
COc1ccc(-n2c3c(cc(C(=O)NNc4ccccc4C)c2=O)C(=O)CC(C)(C)C3)cc1	-5.6	-3.9	4.8	0.6	-4.4	2.4	0.1	0.0	18.2*
COc1ccc(C(=O)C23CC4CC(C2)CC(C(=O)c2ccc(OC)cc2)(C4)C3)cc1	0.3	0.8	-2.4	2.2	5.6	1.9	-0.1	1.6	-3.7
Cc1oc2c(c1C(=O)N1CCC(C)CC1)C(=O)c1ccccc1C2=O	-2.0	7.0	-2.2	0.6	0.8	2.4	-0.1	13.6	-0.3
Cc1ccc(-c2nnnn2-c2ccc(C)cc2)cc1	-3.8	-5.5	-15.9	3.2	0.1	-0.8	-0.2	-2.4	-1.6
Cc1cccc(C)c1NC(=O)C1(N(Cc2ccco2)C(=O)CC2NC(=O)NC2=O)CCCC1 (stereo not drawn)	0.7	-1.6	-2.5	4.9	5.3	-3.0	0.0	-0.7	1.6
COc1ccc(COCC(O)CN2CCCCC2)cc1OC (stereo not drawn)	0.6	1.9	13.8	-0.6	0.0	2.3	0.0	-3.3	-3.2
COc1cc(C(=S)N2CCOCC2)ccc1OC(=O)c1ccccc1C	2.4	-2.5	-9.2	4.1	9.6	2.0	0.1	-3.7	4.3
COc1ccc(NC(=S)N(CCN2CCOCC2)Cc2ccccc2F)cc1	-1.8	-6.6	-7.8	-0.1	-0.3	15.9	0.3	0.1	0.0
Nn1c(SCC(=O)Nc2ccccc2F)nc2ccccc2c1=O	-0.1	-4.7	-4.7	3.3	0.4	-4.2	0.3	1.1	-1.8
NNC(=O)CSc1nc(-c2ccccc2)cn1-c1ccccc1	-2.7	2.9	-12.5	0.9	-4.8	21.9	-0.1	-6.4	-3.0

Following part.
Molecule	TPT1 inhibitor	EBNA-1 inh	ZTA counter	PP5 primary	HCV core dimer	PREPL inh	Efflux pump mplx	CTSL1 counter	PP1 inh
CCO/C=N/c1c(C#N)c2c(c(=S)n1C)COC(C)(C)C2	1.2	3.6	-1.6	1.2	-3.5	-13.8	0.0	3.0	-1.0
CCOC(=O)[C@@H]1[C@H]2COc3cc(OC)ccc3[C@@H]2N2C(=O)N(c3ccc(OC)cc3)C(=O)[C@]12C	-2.5	7.9	-6.2	-0.6	5.3	-10.9	0.1	-0.4	0.2
CCOc1cc(/C=C2\COc3ccccc3C2=O)ccc1OCC(=O)N(C)C	-2.2	-27.4	-14.2	5.5	11.5	8.8	0.3	5.3	-2.1
Cc1ccc(NC(=O)C2CCCC2)c(Br)c1	2.5	-13.8	-12.6	1.8	0.1	-9.9	0.0	0.7	-8.3

Profiles, quoted from the list. Order of screens: TPT1 inhibitor | EBNA-1 inh | ZTA counter | PP5 primary | HCV core dimer | PREPL inh | Efflux pump mplx | CTSL1 counter | PP1 inh
`Cc1ccc(NC(=O)C2CCCC2)c(Br)c1` reads 2.5 | -13.8 | -12.6 | 1.8 | 0.1 | -9.9 | 0.0 | 0.7 | -8.3
`CCO/C=N/c1c(C#N)c2c(c(=S)n1C)COC(C)(C)C2` reads 1.2 | 3.6 | -1.6 | 1.2 | -3.5 | -13.8 | 0.0 | 3.0 | -1.0

The list is partial (hit frequency here may not be typical).
